# POLI inh: qHTS for Inhibitors of Polymerase Iota; Pol iota fluorescent replication assay, 10 min; 1% of 390,000 active; Potency, µM (highest dose often 115 µM), inactives show at the top dose activity, negative = inhibition, usual class: inhibitors; also: potency is read from the fitted curve at half-maximal effect
#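 Fluorescent replication assay read twice, at 0 min and 10 min after adding 50 nM (final) substrate. Enzyme (10 nM) and compounds were first incubated 15 min at room temperature; enzyme-free buffer wells were negative controls.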
# BLM helicase inh: qHTS Assay for Inhibitors of Bloom's syndrome helicase (BLM). recombinant BLM DNA unwinding, fluorescence dequenching. AID 2528, 2010. 0.2% of 350,000 active. RecQ-like DNA helicase BLM (Homo sapiens), P54132. Potency, µM (highest dose often 56.1 µM), inactives show at the top dose activity change, negative = inhibition, hits mostly inhibitors;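 also: potency is read from the fitted curve at half-maximal effect; plate controls were vehicle for no effect and no enzyme for full effect; nearly all actives have a fitted effect of over 35% in size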
# Target sequence (P54132 whole entry, looked up): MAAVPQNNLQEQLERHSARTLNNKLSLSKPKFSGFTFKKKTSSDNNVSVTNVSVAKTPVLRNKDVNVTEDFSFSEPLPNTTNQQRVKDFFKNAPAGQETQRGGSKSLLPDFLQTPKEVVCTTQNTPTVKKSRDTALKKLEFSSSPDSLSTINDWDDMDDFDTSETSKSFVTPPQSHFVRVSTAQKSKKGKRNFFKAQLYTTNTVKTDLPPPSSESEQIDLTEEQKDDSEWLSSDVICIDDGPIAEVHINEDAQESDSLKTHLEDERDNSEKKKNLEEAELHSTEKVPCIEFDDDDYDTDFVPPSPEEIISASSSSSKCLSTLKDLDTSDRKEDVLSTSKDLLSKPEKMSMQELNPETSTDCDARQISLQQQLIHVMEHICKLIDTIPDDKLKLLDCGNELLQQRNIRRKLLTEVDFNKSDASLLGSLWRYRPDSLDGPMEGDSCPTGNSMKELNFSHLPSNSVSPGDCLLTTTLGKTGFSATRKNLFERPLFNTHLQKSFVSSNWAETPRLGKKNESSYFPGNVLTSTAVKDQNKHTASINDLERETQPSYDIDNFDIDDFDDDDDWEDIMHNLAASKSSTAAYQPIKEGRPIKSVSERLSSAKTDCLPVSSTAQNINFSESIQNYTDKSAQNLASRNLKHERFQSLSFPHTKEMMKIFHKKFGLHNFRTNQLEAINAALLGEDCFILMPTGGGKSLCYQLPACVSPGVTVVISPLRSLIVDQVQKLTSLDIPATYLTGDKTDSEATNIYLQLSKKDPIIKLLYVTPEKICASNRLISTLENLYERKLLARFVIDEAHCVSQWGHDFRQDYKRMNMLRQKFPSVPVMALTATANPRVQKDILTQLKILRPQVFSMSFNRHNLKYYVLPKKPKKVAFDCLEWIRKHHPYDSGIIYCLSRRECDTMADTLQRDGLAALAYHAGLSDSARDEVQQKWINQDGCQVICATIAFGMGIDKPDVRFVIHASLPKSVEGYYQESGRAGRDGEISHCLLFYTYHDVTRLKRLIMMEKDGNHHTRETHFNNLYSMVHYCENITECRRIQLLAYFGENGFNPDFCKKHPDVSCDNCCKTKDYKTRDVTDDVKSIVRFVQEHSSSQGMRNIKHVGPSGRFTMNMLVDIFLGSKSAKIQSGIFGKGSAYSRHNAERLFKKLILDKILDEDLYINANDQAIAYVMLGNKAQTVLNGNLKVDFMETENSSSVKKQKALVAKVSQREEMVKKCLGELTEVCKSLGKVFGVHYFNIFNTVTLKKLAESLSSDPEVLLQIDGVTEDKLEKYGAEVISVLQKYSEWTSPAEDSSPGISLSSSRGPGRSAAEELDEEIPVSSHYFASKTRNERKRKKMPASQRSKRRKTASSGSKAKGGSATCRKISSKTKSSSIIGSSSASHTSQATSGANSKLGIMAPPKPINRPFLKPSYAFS
# POLB inh: qHTS Assay for Inhibitors of DNA Polymerase Beta. Pol beta primer extension/strand displacement, fluorescence kinetic. Potency, µM (doses to about 114 µM), for inactives: at the top dose activity change, negative = inhibition, usual class: inhibitors. 1.3% of 340,000 active. AID 485314, 2010; also: potency is read from the fitted curve at half-maximal effect; % is scaled to controls: 0 for no effect and ±100 for the full control effect
#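 Human Pol beta at 10 nM; strand-displacement substrate 50 nM final. Compound exposure 15 min at room temperature before start, reaction 10 min at room temperature.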
# Pol eta inh: qHTS for Inhibitors of Polymerase Eta; 1.2% of 390,000 active; AID 588591, 2011; recombinant Pol eta, fluorescent DNA replication assay; DNA polymerase eta (Homo sapiens), Q9Y253; Potency, µM (highest dose often 114 µM), for the others: top-dose activity change, negative = inhibition, hits mostly inhibitors; also: potency is read from the fitted curve at half-maximal effect; % is scaled to controls: 0 for no effect and ±100 for the full control effect
#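 Pol eta at 10 nM preincubated with compounds 15 min at room temperature; reaction started with fluorescent substrate (50 nM final) and read kinetically at 0 and 10 min.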
# PGK inhibitor: qHTS Assay to Find Inhibitors of Phosphoglycerate Kinase; Phosphoglycerate kinase, glycosomal (Trypanosoma brucei brucei), P07378; PGK/GAPDH coupled, Kinase-Glo luminescence, 60 min; Potency, µM (top dose mostly 57.5 µM), without a hit: top-dose activity change, negative = inhibition, usual class: inhibitors; 0.043% of 380,000 active; AID 602233, 2012; also: potency is read from the fitted curve at half-maximal effect; % is scaled to controls: 0 for no effect and ±100 for the full control effect; nearly all actives have a fitted effect of over 60% in size
#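 Luminescent ATP detection (Kinase-Glo Plus) follows a 60-minute room-temperature incubation, with wells lacking PGK as controls. Buffer: 100 mM TEA (pH 7.6), 5 mM MgCl2, 0.01% Tween-20. Coupling enzyme GAPDH (100 nM final) supplies unstable 1,3-BPG in-well.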
# RXFP1 antag: qHTS Assay for Antagonists of the Relaxin Receptor RXFP1. Relaxin receptor 1 (Homo sapiens), Q9HBX9. HEK293-RXFP1, relaxin-stimulated cAMP HTRF, 30 min; hits give low values. activity change, negative = inhibition, % at 57.5 µM. 0.59% of 350,000 active;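 active = activity change of -60% or lower, but not beyond a set lower limit; inconclusive = change between -60% and -40%, or beyond the set limit; inactive = change above -40%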; also: % is scaled to controls: 0 for no effect and ±100 for the full control effect
# Apoferritin bind: qHTS Assay for Identification of Novel General Anesthetics. Potency, µM (highest dose often 77.5 µM), inactives show top-dose activity change, negative = displacement, hits mostly inhibitors. apoferritin/1-aminoanthracene competitive binding, fluorescence. 0.074% of 350,000 active. AID 485281, 2010; also: potency is read from the fitted curve at half-maximal effect; % is scaled to controls: 0 for no effect and ±100 for the full control effect; nearly all actives have a fitted effect of over 20% in size
#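 Steps: apoferritin (10 uM) was premixed with half-saturated 1-AMA in PBS, compounds were pin-transferred, plates stood 10 min at room temperature, fluorescence was read at 380/535 nm, and curves were fitted with a Hill equation.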
# POLK inh: qHTS for Inhibitors of Polymerase Kappa; DNA polymerase kappa (Homo sapiens), Q9UBT6; purified Pol kappa, fluorescent DNA synthesis assay, 10 min; Potency, µM (doses to about 107 µM), without a hit: at the highest dose activity, negative = inhibition, most hits filed as inhibitors; 0.53% of 400,000 active; also: potency is read from the fitted curve at half-maximal effect; % is scaled to controls: 0 for no effect and ±100 for the full control effect
#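 First, compounds were pin-transferred onto 10 nM Pol kappa. After 15 min at room temperature, substrate was added to 50 nM final. Fluorescence was then measured kinetically at 0 and 10 min.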
# APE1 inh: qHTS Assay for Inhibitors of the Human Apurinic/apyrimidinic Endonuclease 1 (APE1); DNA repair nuclease/redox regulator APEX1 (Homo sapiens), P27695; Potency, µM (top dose mostly 65.8 µM), for the others: at the highest dose activity change, negative = inhibition, usual class: inhibitors; recombinant APE1, TAMRA/BHQ-2 abasic DNA cleavage fluorescence; 0.35% of 350,000 active;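 also: potency is read from the fitted curve at half-maximal effect; plate controls were vehicle for no effect and reference inhibitor for full effect; nearly all actives have a fitted effect of over 55% in size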
#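 Readout is kinetic fluorescence (ex 525, em 598 nm) from cleavage of 50 nM TAMRA/BHQ-2 THF abasic duplex by 0.75 nM APE1, compound added 15 min beforehand at RT.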
# Starred values were filed as active, the others as inactive; i = inactive; u = inconclusive; x = not tested or not shown; & = joins results of further samples; [ ] = another dose, or the depositor's remark. Unless noted, calls follow the shape of the dose curve; as a rule, active = well fitted curve in the direction sought with a large enough effect; inconclusive = small, poorly fitted or top-dose-only effect, or another doubt; inactive = no such curve, though single readings can be large; an effect the other way counts as inactive or inconclusive. An excerpt. The share of hits here may be higher or lower than overall.
SMILES,APE1 inh,POLK inh,Apoferritin bind,POLB inh,BLM helicase inh,RXFP1 antag,PGK inhibitor,Pol eta inh,POLI inh
COc1ccccc1NC(=O)CSc1oc(-c2cccs2)nc1S(=O)(=O)c1ccccc1,x,-3%,-6%,16%,-4%,-5,7%,-15%,9%
O=C(CSc1nnc(CNC(=O)c2ccco2)o1)Nc1ccc(F)cc1F,83%[activator],12%,-6%,17%,1%,-17,i,-7%,21%
CSCC(CO)NS(=O)(=O)c1ccc(C)cc1 (stereo not given),8%,-10%,-2%,0%,2%,-5,8%,10%,37%[activator]
CSc1ccccc1OCc1cc(C(=O)NCCN2CCCC(O)C2)no1 (stereo not given),-2%,-13%,u,9%,3%,-3,-4%,5%,13%
COc1cc(/C=N/OCC(=O)NC2CCS(=O)(=O)C2)ccc1OC(F)F (stereo not given),0%,1%,3%,6%,-3%,-5,1%,-16%,144%[activator]
CCOC(=O)Cc1c(C)c2ccc(N(CC)CC)cc2oc1=O,u,-7%,411%[activator],3%,-13%,-6,0%,u,-2%
COC(=O)/C(=C/c1cn(C)c2ccccc12)[N+](=O)[O-],0%,x,-8%,6%,-1%,x,x,x,x
CS(=O)(=O)N(CC(=O)N1CCCC1)c1cc(Cl)ccc1Cl,7%,7%,1%,3%,3%,1,8%,-14%,21%
CC(C)c1ccc(NC(=O)CCNC(=O)Cn2ccc3ccccc3c2=O)cc1,-14%,-5%,2%,3%,-6%,-8,11%,-18%,20%
O=C(CCC1N=C2c3ccccc3N=C(SCC(=O)NCc3ccco3)N2C1=O)NCc1ccco1 (stereo not given),u,u,-10%,32µM*,-27%,-26,u,u,13µM*
Cc1ccc(C(=O)N2CC(=O)Nc3ccc(F)cc3C2c2ccc(F)cc2)cc1[N+](=O)[O-] (stereo not given),1%,-15%,5%,-8%,-6%,-7,-4%,-25%,-7%
O=C(CCCn1nnc2ccccc2c1=O)N[C@H](C(=O)O)c1ccccc1,0%,14%,1%,-2%,-1%,-1,i,-4%,-6%
COc1cc(Br)cc(CNc2ccc(F)c([N+](=O)[O-])c2)c1O,-10%,-7%,u,-1%,-20%,9,1%,-16%,15%
COC(=O)c1ccc(NC(=O)CN2C(=O)C3C4C=CC(C4)C3C2=O)cc1 (stereo not given),1%,-12%,-4%,19%,1%,-18,10%,-7%,2%
CC(C)(C)CC(C)(C)Nc1c(-c2ccc(O)cc2)nc2cnccn12,x,0%,x,x,x,0,i,-15%,17%

SMILES,APE1 inh,POLK inh,Apoferritin bind,POLB inh,BLM helicase inh,RXFP1 antag,PGK inhibitor,Pol eta inh,POLI inh
CC(=O)Nc1cccc(NC(=O)Cc2cccs2)c1,-15%,-20%,75%[activator],-13%,-10%,5,-4%,35µM*,u
Cc1cccc2sc(N(Cc3cccnc3)C(=O)C3COc4ccccc4O3)nc12 (stereo not given),x,-5%[60.1 µM],-5%,-4%,-9%,3,3%,-1%,-3%
Cc1cc(C)n2c(Br)c(CSc3nc4ccccc4o3)nc2n1,1%,-36%,u,-1%,-4%,-12,-4%,-7%,u
COc1ccc(CNC(=O)Cc2cccs2)cc1OC,-6%,2%,3%,-1%,-5%,-4,5%,-13%,139%[activator]
CCOc1ccc(/C=N/OCC(=O)NCc2ccco2)cc1,1%,0%,-6%,-28%,-5%,-8,-7%,-15%,134%[activator]
COc1ccc(-n2nc(C(=O)NCC(=O)N3CCCCCC3)c3ccccc3c2=O)c(OC)c1,26%[12.4 µM],-7%,-5%,5%,-1%,-16,-3%,-8%,74%[activator]
CS(=O)(=O)c1ccc(CNC(=O)C2(C(F)(F)F)C/C(=C\Cc3ccccc3)CCCO2)cc1 (stereo not given),-3%,-13%&-10%,u,x,-1%,x,6%,-17%,9%&6%
NC(=O)N=Nc1c2[nH]c3ccccc3nc-2c2ccccc12,u,-10%,-10%,-51%,4%,9,-6%,u,u
CCCCNC(=O)CCSc1ccc(C)cc1,6%,-12%,6%,90%,-2%,-9,-1%,-18%,-10%
Oc1cccc(C(=S)N2CCCCC2)c1,-2%,-1%,u,1%,-1%,2,3%,0%,76%[activator]
COc1ccc(/C=N/NC(=O)CCn2cnc(-c3ccccc3)c2-c2ccccc2)cc1OC,u,-9%,-16%,22%,-13%,-2,0%,-28%,22%
COc1ccc(C(=O)Cn2nnc(-c3ccc(N4CCOCC4)cc3)n2)cc1OC,-2%,-12%,-19%,15%,-2%,-19,i,-10%,6%
COc1cc(SC)ccc1C(=O)NC1CCCCC1,0%,-2%,u,37%,3%,-5,-5%,-18%,14%
CC(Oc1ccccc1F)C(=O)NNC(=O)C1CC(=O)N(c2ccc3c(c2)OCCO3)C1 (stereo not given),-27%,-3%,x,x,x,-22,-6%,3%,12%
COC(=O)c1ccc(COC(=O)c2cnc(Cl)c(Cl)c2)cc1,-20%,-4%,-13%,46%,1%,-4,i,3%,28%

SMILES,APE1 inh,POLK inh,Apoferritin bind,POLB inh,BLM helicase inh,RXFP1 antag,PGK inhibitor,Pol eta inh,POLI inh
Cc1ccc(S(=O)(=O)N2CCN(C(=O)c3cccc(-n4cccc4)c3)CC2)cc1,-75%,79µM*,x,x,x,-24,-15%,18µM*,22µM*
CCOC(=O)c1nnn(-c2nonc2-c2ccccc2)c1C,2%,-8%,-19%,5%,-4%,1,-8%,-8%,-1%
Cc1cc(NC(=O)c2ccccc2Cl)n(C(C)(C)C)n1,1%,-12%,-6%,7%,-5%,0,-5%,0%,-1%[58.9 µM]
Cc1ccnc(NC(c2cccnc2)c2ccc3cccnc3c2O)c1 (stereo not given),3%,-1%,-24%,-1%,-4%,7,5%,-20%,56%[activator]
Cc1cc(C)nc(SCC(=O)Nc2ncc(C(F)(F)F)cc2Cl)n1,1%,-15%,-8%,19%,-11%,-3,-1%,-11%,170%[activator]
CCOC(=O)Cc1csc(NS(=O)(=O)c2ccc(Cl)cc2)n1,3%,-16%,-3%,3%,0%,4,3%,-20%,15%
COc1ccc([C@@H]2CC=C(C(=O)O)[C@H](c3ccc(Cl)cc3)N2S(=O)(=O)c2ccc(Cl)cc2)cc1,-16%,-21%,x,x,x,x,11%,-8%,-9%
COc1ccc(OC)c(C(=O)COC(=O)COc2ccccc2F)c1,-6%,-9%,x,x,x,-7,10%,-6%,-4%
COC(=O)CSc1nc(SCc2ccc(C)cc2)nc2c1CCCC2,15%,2%,36%[activator],9%,-8%,-8,1%,-12%,3%
CCn1c(C)nc2cc(S(=O)(=O)C(F)(F)F)ccc21,18%,-19%,-10%,-16%,2%,18,-1%,-2%,13%
Cc1ccc(C(=O)Nc2nc3n(n2)C(c2ccc(F)cc2)C=C(c2ccccc2)N3)cc1 (stereo not given),x,0%,-1%,3%,-9%,3,0%,-25%,17%
N#CC1=C(N)OC2=C(CCC/C2=C/c2ccoc2)C1c1ccoc1 (stereo not given),14µM*,x,4%,14µM*,37%[activator],x,x,x,x
COc1cc(NC(=O)CSc2ccc(-c3ccco3)nn2)cc(OC)c1,27%,-33%,-15%,u,-3%,0,8%,-17%,50µM*
Cc1ccc(NC(=O)Cn2nnc(C(=O)NCc3ccc4c(c3)OCO4)c2N)cc1,-10%,-19%,u,36%[activator],-7%,-19,0%,6%,u
Cc1ccc(-n2ncc(C(=O)NCCc3ccccc3)c2C2CCN(C(=O)OC(C)(C)C)CC2)c(C)c1,x,-6%,u,u,-10%,-14,-8%,-24%,-7%

SMILES,APE1 inh,POLK inh,Apoferritin bind,POLB inh,BLM helicase inh,RXFP1 antag,PGK inhibitor,Pol eta inh,POLI inh
CC(=O)Oc1c(C)c2c3c(c1OC(C)=O)[C@@H](C)CC[C@@H]3[C@@H](C)C[C@H]2C=C(C)C,11%,-1%,x,x,x,x,-7%,-17%,7%
COCCNC(=O)C(c1ccc(O)cc1)N(Cc1ccco1)C(=O)CCC(=O)Nc1ccccn1 (stereo not given),54%[activator],-1%,-5%,35%,-3%,-2,0%,0%,16%
CCc1ccccc1NC(=O)c1cccc(Oc2ccc([N+](=O)[O-])cc2Cl)c1,-5%,-12%,-4%,-2%[57.1 µM],-5%,1,-1%,-13%,7%
CNC(=O)/C(C#N)=C/c1c(N(Cc2ccccc2)Cc2ccccc2)nc2c(C)cccn2c1=O,5%,-10%,-16%,4%,-7%,3,-8%,-11%,9%
CCOC(=O)C1(Cc2ccccc2C)CCCN(C(=O)CN2C(=O)CSC2=O)C1 (stereo not given),-5%,-12%,-14%,7%,-1%,6,-1%,-7%,19%
O=C1NC(=S)/C(=C\c2ccc(-c3ccccc3Cl)o2)S1,-9%,u,u,40µM*,-29%,1,-24%,16µM*,u
COc1ccc(C(=O)N2CCC(n3nnc4cc(F)ccc43)CC2)cc1OC,6%,1%,-5%,31%,0%,-1,i,-11%,56%[activator]
Cc1ccc(Oc2ncccc2N)c2c1CCC2,9%,-5%,-12%,3%,-2%,-5,-11%,-20%,63%[activator]
CN(CC(=O)Nc1n[nH]c(=S)s1)S(=O)(=O)c1cccc2cccnc12,-3%,1%,-3%,-1%,0%,9,x,8%,u

# An excerpt from above in order of count of non-hydrogen atoms, lowest first:
SMILES,APE1 inh,POLK inh,Apoferritin bind,POLB inh,BLM helicase inh,RXFP1 antag,PGK inhibitor,Pol eta inh,POLI inh
CN(CC(=O)Nc1n[nH]c(=S)s1)S(=O)(=O)c1cccc2cccnc12,-3%,1%,-3%,-1%,0%,9,x,8%,u
COc1ccc(C(=O)N2CCC(n3nnc4cc(F)ccc43)CC2)cc1OC,6%,1%,-5%,31%,0%,-1,i,-11%,56%[activator]
CNC(=O)/C(C#N)=C/c1c(N(Cc2ccccc2)Cc2ccccc2)nc2c(C)cccn2c1=O,5%,-10%,-16%,4%,-7%,3,-8%,-11%,9%
